# From PubChem BioAssay
# G6PDH CS = inhibits Leuconostoc G6PDH, flagging false hits in G6PDH-based assays | Purified L. mesenteroides G6PDH, diaphorase/resazurin coupled fluorescence, 45 min | inhibition, % at 5 µM | actives 0.12% (n = 200,000) | AID 1020; in the data active = inhibition above about 50%
# ROMK mod = modulators of human ROMK potassium channel; actives 2% (n = 130,000); Tet-inducible ROMK, thallium flux fluorescence; actives lie on both sides; AID 1918; B-score at 10 µM;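 active = signal ratio slope over the read window, or its plate-corrected B-score, at least 3 SD from the plate mean, either direction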;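 note: B-score of the F/F0 ratio slope over 7 to 12 s after thallium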
# Target sequence (P48048 whole entry, looked up): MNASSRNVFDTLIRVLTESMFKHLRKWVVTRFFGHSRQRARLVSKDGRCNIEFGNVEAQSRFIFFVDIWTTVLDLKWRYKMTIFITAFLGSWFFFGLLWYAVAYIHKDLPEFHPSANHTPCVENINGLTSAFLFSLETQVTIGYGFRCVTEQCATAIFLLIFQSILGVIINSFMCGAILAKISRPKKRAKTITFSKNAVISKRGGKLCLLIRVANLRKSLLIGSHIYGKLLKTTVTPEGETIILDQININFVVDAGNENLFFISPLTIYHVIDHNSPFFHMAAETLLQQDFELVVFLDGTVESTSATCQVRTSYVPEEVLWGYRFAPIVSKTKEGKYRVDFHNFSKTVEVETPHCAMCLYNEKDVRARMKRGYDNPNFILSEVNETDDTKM
# PPARg SRC-1 ag = promotes SRC-1 coactivator recruitment by human PPARgamma. activation, % at 8 µM. AID 631. PPARgamma-SRC-1 coactivator recruitment biochemical assay. actives 0.41% (n = 200,000); in the data active = activation above about 19%;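 note: 0% = DMSO and 100% = reference agonist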
# Target sequence (P37231 whole entry, looked up): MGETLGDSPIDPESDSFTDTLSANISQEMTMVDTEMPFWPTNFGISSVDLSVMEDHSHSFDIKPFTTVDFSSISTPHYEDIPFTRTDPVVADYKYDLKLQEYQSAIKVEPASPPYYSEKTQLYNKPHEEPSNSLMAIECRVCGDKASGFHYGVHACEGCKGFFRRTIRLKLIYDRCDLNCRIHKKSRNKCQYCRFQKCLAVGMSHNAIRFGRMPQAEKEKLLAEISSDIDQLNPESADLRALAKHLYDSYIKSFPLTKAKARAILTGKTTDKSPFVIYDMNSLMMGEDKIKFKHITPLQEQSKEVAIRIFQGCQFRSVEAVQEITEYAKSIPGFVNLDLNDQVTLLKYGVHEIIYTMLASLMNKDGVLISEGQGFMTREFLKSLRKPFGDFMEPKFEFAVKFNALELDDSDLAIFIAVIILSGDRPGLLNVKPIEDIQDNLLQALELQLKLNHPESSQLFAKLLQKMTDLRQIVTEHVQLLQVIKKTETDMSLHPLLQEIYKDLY
# PPARg SRC-2 ag = agonists of SRC-2 recruitment by human PPARgamma; activation, % at 8 µM; P37231; actives 0.34% (n = 200,000); PPARgamma LBD-SRC-2 recruitment, biochemical; AID 1032; in the data active = activation above about 22%;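 note: 0% = vehicle and 100% = reference agonist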
# PPARg SRC3 recr = PPARgamma-driven SRC-3 recruitment agonism; P37231; biochemical PPARgamma/SRC-3 coactivator recruitment assay; activation, % at 8 µM; actives 0.26% (n = 200,000); in the data active = activation above about 23%;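 note: 0% = DMSO and 100% = reference agonist; some compounds past the cut are filed as inactive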
# TR-FRET SRC-2 ct = counter-screen for PPARgamma SRC-2 recruitment agonists: TR-FRET artefact; active compounds read high; TR-FRET ratio at 8 µM; actives 0.4% (n = 200,000); AID 1049; in the data active = TR-FRET ratio above about 2000; note: inactives centre near 1500
# PMI act hi M6P = PMI (human) activation, high substrate; P34949; coupled PMI enzyme assay, resazurin fluorescence, 20 min; active compounds read high; 1 = untreated enzyme, 0 = substrate-free blank; activation factor at 20 µM; actives 0.34% (n = 190,000); AID 1216;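 active = activation factor of 2 or more at 20 µM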
#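 Material: human phosphomannose isomerase with PGI, G6PDH, diaphorase coupling enzymes. Quantity: 15 ng/mL PMI. Medium: HEPES pH 7.4 buffer with MgCl2 and Tween-20. Reagent: Near-saturating mannose-6-phosphate, 1.0 mM. Compound: 20 µM single dose. Times: enzyme reaction with compound 20 min at room temperature. Detection: resorufin fluorescence at Ex 544/Em 590 nm.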
# PMI activator = phosphomannose isomerase (human) activation; actives 0.005% (n = 190,000); activation factor at 20 µM; purified human PMI, coupled resazurin fluorescence, 20 min; active compounds read high; 1 = vehicle control, 0 substrate-free wells;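 active = activation factor of 2 or more at 20 µM, relative to plate controls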
# Diaphorase act = counter-screen for diaphorase-based assays: diaphorase activators and chemical reducers; Diaphorase/resazurin coupled assay, resorufin fluorescence, 16 min; active compounds read high; 1 = vehicle wells, 0 = NADH-free wells; activation factor at 20 µM; actives 0.005% (n = 190,000);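 active = diaphorase activity raised at least twofold by the compound at 20 µM; inactive = activation factor below 2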
#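 Assay system: bacterial diaphorase enzyme (C. kluyveri) / Input: enzyme 0.07 U/mL final / Medium: 50 mM HEPES pH 7.4 with 4.542 mM MgCl2, 0.005% Tween 20 / Doses: single compound dose of 20 µM, 1% DMSO final / Incubation: 16 min enzyme reaction, ambient temperature / Signal: fluorescence, excitation 544 nm and emission 590 nm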
# Diaphorase inh = diaphorase inhibition or chemical oxidation counter-screen; AID 1217; actives 0.69% (n = 190,000); diaphorase resazurin-to-resorufin fluorescence, NADH, 16 min; bacterial (C. kluyveri) enzyme, not human; inhibition, % at 20 µM;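 active = primary screen inhibition at 20 µM above a set limit, cut at about 50% in these data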;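 note: plate controls were DMSO with full reaction for no effect and wells lacking NADH for full effect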
#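 Detection: fluorescence of resorufin formed from resazurin, Ex 544/Em 590 nm; test system: Clostridium kluyveri diaphorase enzyme; amount: 0.14 U/mL diaphorase, enzyme working solution; times: 16-min room-temperature incubation before reading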
# S1P3 antagonist = blocks the human S1P3 receptor; AID 485; Q99500; actives 0.27% (n = 170,000); CHO S1P3 NFAT-BLA reporter, FRET fluorescence, antagonist mode; inhibition, % at 4.98 µM;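 active = inhibition above the plate cutoff, the mean inhibition of test wells on that plate plus 3 SD, cut at about 28% in these data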;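 note: cells challenged with S1P at its EC80 of 0.8 µM; blue over green emission ratio from cleaved BLA substrate after 4 h stimulation; 0% = S1P-stimulated wells and 100% = unstimulated DMSO-only wells; some compounds past the cut are filed as inactive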
# Numbers without * were called inactive; . = not tested or not shown.
SMILES,G6PDH CS,ROMK mod,PPARg SRC-1 ag,PPARg SRC-2 ag,PPARg SRC3 recr,TR-FRET SRC-2 ct,PMI act hi M6P,PMI activator,Diaphorase act,Diaphorase inh,S1P3 antagonist
COC(=O)c1sc2ccccc2c1NC(=O)c1ccc(S(=O)(=O)N2CCCCC2)cc1,-25,.,-6,-9,-2,1449,1.1,1,0.8,17,-1
NC(=O)c1cc([N+](=O)[O-])ccc1N1CCCCC1,13,0.89,4,2,-1,1537,1.2,1.2,1,-2,-8
CCCCC(=O)Nc1ccc(S(=O)(=O)Nc2nccc(C)n2)cc1,10,1,14,-1,1,1436,1,1.1,0.9,6,-6
Clc1nnc2ccc(-c3ccccc3)nn12,2,.,1,13,-2,1628,0.9,1,0.9,12,-13
O=C(OCCN1C(=O)c2cccc3c(N4CCOCC4)ccc(c23)C1=O)c1ccc(Cl)cc1,-20,.,2,1,1,1367,0.9,0.8,0.8,16,-6
COC(=O)c1ccc(NC(=S)NC2CCc3ccccc32)cc1 (stereo not given),15,-0.45,16,-1,7,1653,0.9,0.9,0.9,5,-1
O=c1c(Cl)c(Cl)cnn1Cc1nnc(-c2ccccc2Br)o1,5,-0.2,4,-5,4,1494,1.1,1.2,1,-2,-5
CCS(=O)(=O)c1ccc2c(c1)N(S(C)(=O)=O)CC(C(=O)NC1CC1)O2 (stereo not given),1,0.11,-11,0,0,1498,1.1,1,1,0,.
Fc1ccccc1Nc1nc(Cl)nc(Cl)n1,2,0.8,8,3,-2,1732,1.4,1.3,0.9,12,-4
O=[N+]([O-])c1cc(S(=O)(=O)C(F)(F)F)ccc1N1CCN(c2ccccc2)CC1,5,0.043,1,0,1,1609,0.9,0.8,0.9,13,11
CN1C(=O)/C(=C/c2cc3c(cc2Br)OCO3)NC1=S,2,1.4,9,-7,3,1534,0.8,0.9,0.9,15,-11
N/C(=N\OC(=O)Cc1cccs1)c1cccc([N+](=O)[O-])c1,12,0.12,-6,3,-4,1370,0.9,0.9,0.8,19,-1
CC(=O)Nc1ccc(-c2cc(-c3ccc(NC(C)=O)cc3)nc(-c3ccc(NC(C)=O)cc3)n2)cc1,-3,0.19,4,3,10,1302,1,0.9,0.9,12,-11
CN1CCN(S(=O)(=O)c2cc([N+](=O)[O-])ccc2N2CCCCCC2)CC1,10,.,0,2,-4,1541,0.8,0.8,0.8,17,.
COC(=O)c1[nH]c2cccc(OC)c2c1NC(=O)CN1CC(C)OC(C)C1 (stereo not given),5,-1.7,4,14,9,1713,1,1,0.8,18,.

# Overlap with the part before: two entries, then new ones.
SMILES,G6PDH CS,ROMK mod,PPARg SRC-1 ag,PPARg SRC-2 ag,PPARg SRC3 recr,TR-FRET SRC-2 ct,PMI act hi M6P,PMI activator,Diaphorase act,Diaphorase inh,S1P3 antagonist
CN1CCN(S(=O)(=O)c2cc([N+](=O)[O-])ccc2N2CCCCCC2)CC1,10,.,0,2,-4,1541,0.8,0.8,0.8,17,.
COC(=O)c1[nH]c2cccc(OC)c2c1NC(=O)CN1CC(C)OC(C)C1 (stereo not given),5,-1.7,4,14,9,1713,1,1,0.8,18,.
COC(=O)c1ccc(Cl)c(-c2ccc(/C=N/NC(=O)Nc3ccccc3)o2)c1,2,-0.0028,5,11,22,1741,1.1,1,0.9,9,.
COCCOC(=O)c1c(C)oc2ccc(O)c(CN3CCC(C)CC3)c12,4,.,5,-1,-2,1624,0.9,1,0.9,11,-14
O=c1cc(CN2CCCCC2)nc(C2CC2)[nH]1,12,0.59,-3,-3,1,1532,0.8,0.9,0.9,13,-3
CCn1cc(C(=O)NCC(=O)OC)c2cc(OC)c(OC)cc2c1=O,0,.,-7,-7,-4,1560,0.9,0.9,0.8,17,.
CCn1cc(CNCc2c(C(=O)N3CCCCC3)nc3c(C)cccn23)cn1,1,0.33,6,-3,1,1618,0.9,0.9,0.8,23,-17
CCCCC1CC1C(=O)Nc1ncc2c(n1)CC(C)(C)CC2=O (stereo not given),14,0.24,-3,3,17,1603,1.1,1,1,5,-36
Cc1ccccc1OCC(O)Cn1c(SC(C)C)nc2c1c(=O)[nH]c(=O)n2C (stereo not given),1,.,-3,2,-3,1426,0.7,0.5,0.7,28,-37
CN(C)[C@@H]1CCC[C@@H]1OC(=O)C(c1ccccc1)c1ccccc1,34,-0.87,2,-2,1,1641,1,0.9,0.9,11,9
Fc1ccc(C2NCCn3cccc32)cc1 (stereo not given),4,.,-5,-2,-4,1430,1.3,1.2,1.1,-6,.
O=C1c2cccnc2C(=O)N1c1cccc(-c2nc3ccccc3o2)c1,-26,.,-2,1,3,1468,0.9,0.9,0.8,21,-21
Cc1noc(C)c1CSCC(=O)OCC(=O)Nc1sccc1C#N,6,-0.36,-2,-6,8,1478,0.9,1,0.8,16,12
O=C(CS(=O)(=O)c1ccccc1)c1ccc2c(c1)OCCO2,16,.,5,0,-2,1437,0.9,0.9,0.9,10,24
COc1cccc(NC(=O)c2ccc(NC(C)=O)cc2)c1,1,.,6,-4,-3,1589,1.1,1.1,1,5,.
CCC1CCCCN1S(=O)(=O)c1ccc2c(c1)CCN2C(=O)C1CCC1 (stereo not given),5,1.4,9,0,-12,1406,1,0.9,1,5,11
N/C(=N\OC(=O)COc1ccccc1Cl)c1ccccn1,-2,0.25,3,3,-3,1469,1.1,1.1,1,3,5
COc1cc(C(=O)OCCn2c(=O)c3c(ncn3CCN(C)C)n(C)c2=O)cc(OC)c1OC,6,.,2,-2,-1,1576,1.3,1.4,1,-3,7
Cc1ccc(NC(=O)C2c3ccccc3Oc3ccccc32)c(C)c1,-2,.,3,4,0,1644,1,0.9,1,4,-32
Cc1ccc(-n2[nH]c(C)c(C=Nc3cc(C)ccn3)c2=O)cc1,-49,-0.0061,1,-1,6,1511,0.9,0.8,0.8,18,.
CN(C)C(=O)N1CCN(C(=O)c2ccco2)CC1,-8,.,-2,2,-4,1493,0.8,0.8,0.8,20,-18
COc1ccc(C2OC(=O)CC2C(=O)NCc2ccc(F)cc2)cc1OC (stereo not given),6,-0.43,-3,-3,1,1471,1.1,1.1,1,1,5
O=C(Nc1ccc(SC(F)F)cc1)c1ccc2nccnc2c1,-17,-1.4,3,4,3,1689,1,0.9,0.9,9,13
CC(=O)OCCCCCCCCCCC[N+]1(C)CCCCC1,8,-0.79,-4,6,2,1611,0.9,0.9,0.9,6,-5
CCn1cc(CNC(=O)c2cc([N+](=O)[O-])c(C)c([N+](=O)[O-])c2)cn1,4,1.2,10,-6,3,1563,0.9,1,0.9,12,3
C=CCNC(=O)CN1CCC(n2nnc3cc(C(F)(F)F)ccc32)CC1,12,0.084,-8,-7,-3,1674,1,1,1,0,-6
O=C(CCc1nc2ccccc2[nH]1)Nc1ccc2c(c1)OCCO2,17,-0.35,-5,-6,-6,1365,1.2,1.2,1.2,-19,-34
O=C(Nc1cc(S(=O)(=O)N2CCOCC2)ccc1O)c1ccc2c(c1)S(=O)(=O)c1ccccc1C2=O,-4,0.7,1,13,3,1692,0.9,0.5,0.9,11,2
CCOc1ccc(CCNC(=O)CN(C)S(=O)(=O)c2cccc3nsnc23)cc1OCC,12,0.39,1,8,13,1545,1,1,0.9,5,-14
NS(=O)(=O)c1cccc(NC(=S)NCc2ccccc2)c1,10,-0.28,10,2,5,1645,1,1,1,-3,-15
Cc1nc2nc(-c3ccc(Cl)cc3)[nH]n2c(=O)c1Cc1ccccc1,-10,.,1,0,6,1468,0.9,0.9,0.9,8,.
O=C(CSc1ccccc1)Nc1ccccc1C(=O)N1CCCC1,5,-0.084,1,11,6,1560,0.9,0.9,0.9,12,-11

# Reprinted from the part before: 4 compounds; new compounds follow.
SMILES,G6PDH CS,ROMK mod,PPARg SRC-1 ag,PPARg SRC-2 ag,PPARg SRC3 recr,TR-FRET SRC-2 ct,PMI act hi M6P,PMI activator,Diaphorase act,Diaphorase inh,S1P3 antagonist
CCOc1ccc(CCNC(=O)CN(C)S(=O)(=O)c2cccc3nsnc23)cc1OCC,12,0.39,1,8,13,1545,1,1,0.9,5,-14
NS(=O)(=O)c1cccc(NC(=S)NCc2ccccc2)c1,10,-0.28,10,2,5,1645,1,1,1,-3,-15
Cc1nc2nc(-c3ccc(Cl)cc3)[nH]n2c(=O)c1Cc1ccccc1,-10,.,1,0,6,1468,0.9,0.9,0.9,8,.
O=C(CSc1ccccc1)Nc1ccccc1C(=O)N1CCCC1,5,-0.084,1,11,6,1560,0.9,0.9,0.9,12,-11
CCn1c(SCC(=O)NCc2ccco2)nc2c1c(=O)n(C)c(=O)n2C,6,-0.0067,4,11,-6,1585,1,1,0.9,14,-43
CCC1(C)Cc2c(sc3nc(SC)nc(NCCN(C)C)c23)CO1 (stereo not given),-19,.,13,-3,5,1579,0.8,0.9,0.9,11,.
COc1ccccc1CN1CCN(S(=O)(=O)c2ccccc2)CC1,-1,.,-1,0,-3,1248,1,1,0.9,13,.
CCN(CC)S(=O)(=O)c1ccc(N2C(=O)CC2(/C=C/c2ccccc2)C(=O)NC2CCCC2)cc1 (stereo not given),12,-1.2,-1,2,-1,1516,0.9,0.8,0.8,17,8
Nc1nonc1OCCc1ccccc1,15,0.052,1,9,-9,1570,0.8,0.8,0.8,16,.
CC(C)C(=O)Nc1cc(S(=O)(=O)Nc2ccc(Cl)cc2)ccc1Cl,-2,.,6,6,3,1591,0.8,0.8,0.7,26,-6
CCOc1cc(C2C(C(=O)c3ccc(C)o3)=C(O)C(=O)N2CCc2ccccc2)ccc1O (stereo not given),8,.,5,6,6,1514,0.9,1.1,0.9,12,.
O=C(Cn1ccc2ccccc2c1=O)NCCC(=O)N1CCN(C(=O)c2ccco2)CC1,.,.,-9,3,-10,1377,.,.,.,.,-7
Cn1c(=O)c(C(=O)COc2ccc(F)cc2Cl)c(N)n(Cc2ccccc2)c1=O,2,1.9,1,8,2,1621,0.8,0.8,0.7,30,1
CC(C)C(CCN1C(=O)CCC1=O)C1CCOC(C)(C)C1 (stereo not given),-13,.,-4,-2,2,1592,1,0.9,0.8,17,.
CCCC(=O)C1CCN(Cc2ccccc2)CC1,8,.,-3,3,-5,1458,1,0.9,0.9,14,.
Cc1cc(C(=O)NC2CC2)c2ccccc2n1,0,0.46,4,6,1,1614,1.1,1.1,0.8,15,-5
CCn1c(=O)n(CC)c2cc(S(=O)(=O)N3CCCCC3)c(C)cc21,19,.,1,-9,-11,1601,1,1,0.9,13,.
CCc1c(C)nc2ncnn2c1Nc1ccc(C(C)=O)cc1,6,.,7,17,10,1679,1,0.9,0.8,16,.
NC(=O)c1ccccc1NS(=O)(=O)Cc1ccc(Cl)cc1,8,.,-3,-14,2,1544,0.9,0.8,0.8,17,6
